Screening data (PubChem BioAssay)
ATXN2 expr inh: Primary qHTS for Inhibitors of ATXN expression; 0.72% of 360,000 active; AID 1745845, 2022; Potency, µM (highest dose often 57 µM), without a hit: at the highest dose activity change, negative = inhibition, most hits filed as inhibitors; HEK-293 ATXN2-luciferase reporter, luminescence, 24 h; further: potency means the concentration at half of the fitted maximal effect; on the % scale 0 is the no-effect control and ±100 the full control effect; nearly all actives have a fitted effect of over 55% in size
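qHTS (up to 57 uM final) was run with 24 h compound exposure of reporter cells at 37 °C. Each well was multiplexed: SteadyGlo luminescence measured ATXN2-luciferase expression after a fluorogenic Gly-Phe-AFC viability readout (25 uM final).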
ATXN viability: Viability Counterscreen for Primary qHTS for Inhibitors of ATXN expression. S2 cells (HEK-293 line with an ATXN2-luciferase reporter) viability, CellTiter-Fluor protease fluorescence, 24 h. Potency, µM (top dose mostly 56.7 µM), most hits filed as cytotoxic. 0.49% of 400,000 active. AID 651635, 2014; further: potency means the concentration at half of the fitted maximal effect; nearly all actives have a fitted effect of over 40% in size
Nrf2 ARE act: qHTS of Nrf2 Activators; AID 624171, 2012; 0.31% of 410,000 active; AREc32 ARE-luciferase reporter (MCF7-derived line), luminescence, 24 h; Potency, µM (doses to about 46.1 µM), for inactives: top-dose activation, most hits filed as activators; further: potency means the concentration at half of the fitted maximal effect; % of control where 0% means no effect; nearly all actives have a fitted effect of over 65% in size
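AREc32 cells carrying an ARE-driven firefly luciferase reporter were seeded at 1000 cells/well in OPTI-MEM with 5% FBS, then exposed to compound for 24 hr at 37 deg C. Luminescence was read with Steady-Glo after 30 min at RT.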
IL-2 act: qHTS of IL-2 Activators; IL-2 activation reporter assay, cell-based qHTS; stimulated with anti-CD3/CD4/CD28 beads; in transgenic mouse T cells; activation, % (series mostly up to about 46 µM); 0.065% of 360,000 active; in the data active means activation above about 50%; inconclusive means mostly about 30% to 49%; further: 0% is about no effect
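Unstimulated transgenic mouse T cells preincubated 60 min with compound, then stimulated with anti-CD3/anti-CD4-coated beads plus anti-CD28 for 18 h at 37 degrees C. IL-2 response read as EGFP and DsRed fluorescence by plate cytometry.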
A549 tox: Nrf2 qHTS screen for inhibitors: counterscreen for cytotoxicity. 0.16% of 390,000 active. Potency, µM (series often up to 46 µM), without a hit: top-dose activity change, negative = cytotoxicity, actives largely listed as inhibitors. A549 ARE-Fluc cells, CellTiter-Fluor viability, 18-24 h. AID 504648, 2011; further: potency means the concentration at half of the fitted maximal effect; on the % scale 0 is the no-effect control and ±100 the full control effect
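Cytotoxicity counterscreen: CellTiter-Fluor fluorescence was measured in A549 ARE_Fluc cells after 18-24 h of compound exposure in a concentration series. The subsequent BugLite luminescent read reports ARE-luciferase activity.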
TGFb SMAD3 inh: qHTS for Inhibitors of TGF-b; HepG2 CAGA-GFP TGF-b/SMAD3 reporter, GFP fluorescence, 18 h; TGF-beta stimulated, 500 pg/mL final; Potency, µM (series often up to 46.1 µM), without a hit: top-dose activity, negative = inhibition, usual class: inhibitors; 1.2% of 410,000 active; further: potency means the concentration at half of the fitted maximal effect; on the % scale 0 is the no-effect control and ±100 the full control effect; nearly all actives have a fitted effect of over 65% in size
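Inhibition was scored as loss of TGF-beta-induced (500 pg/mL final, 18 hours, 37 degrees C) GFP in HEPG2 cells carrying a CAGA-GFP reporter, in DMEM with 1% FBS. Well GFP was summed per cell; Activity was normalised to unstimulated and stimulated DMSO wells, then concentration-response fitting.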
EPAC2 ag: qHTS for Agonist of cAMP-regulated guanine nucleotide exchange factor 4 (EPAC2): primary screen; Rap guanine nucleotide exchange factor 4 (Homo sapiens), Q8WZA2; 0.079% of 360,000 active; Potency, µM (top dose mostly 154 µM), without a hit: at the highest dose activation, usual class: activators; AID 720711, 2013; EPAC2 activation, biochemical qHTS; response scale: 100% = 6.5 mM cAMP response; further: potency means the concentration at half of the fitted maximal effect; nearly all actives have a fitted effect of over 50% in size
Target sequence (Q8WZA2 whole entry, looked up): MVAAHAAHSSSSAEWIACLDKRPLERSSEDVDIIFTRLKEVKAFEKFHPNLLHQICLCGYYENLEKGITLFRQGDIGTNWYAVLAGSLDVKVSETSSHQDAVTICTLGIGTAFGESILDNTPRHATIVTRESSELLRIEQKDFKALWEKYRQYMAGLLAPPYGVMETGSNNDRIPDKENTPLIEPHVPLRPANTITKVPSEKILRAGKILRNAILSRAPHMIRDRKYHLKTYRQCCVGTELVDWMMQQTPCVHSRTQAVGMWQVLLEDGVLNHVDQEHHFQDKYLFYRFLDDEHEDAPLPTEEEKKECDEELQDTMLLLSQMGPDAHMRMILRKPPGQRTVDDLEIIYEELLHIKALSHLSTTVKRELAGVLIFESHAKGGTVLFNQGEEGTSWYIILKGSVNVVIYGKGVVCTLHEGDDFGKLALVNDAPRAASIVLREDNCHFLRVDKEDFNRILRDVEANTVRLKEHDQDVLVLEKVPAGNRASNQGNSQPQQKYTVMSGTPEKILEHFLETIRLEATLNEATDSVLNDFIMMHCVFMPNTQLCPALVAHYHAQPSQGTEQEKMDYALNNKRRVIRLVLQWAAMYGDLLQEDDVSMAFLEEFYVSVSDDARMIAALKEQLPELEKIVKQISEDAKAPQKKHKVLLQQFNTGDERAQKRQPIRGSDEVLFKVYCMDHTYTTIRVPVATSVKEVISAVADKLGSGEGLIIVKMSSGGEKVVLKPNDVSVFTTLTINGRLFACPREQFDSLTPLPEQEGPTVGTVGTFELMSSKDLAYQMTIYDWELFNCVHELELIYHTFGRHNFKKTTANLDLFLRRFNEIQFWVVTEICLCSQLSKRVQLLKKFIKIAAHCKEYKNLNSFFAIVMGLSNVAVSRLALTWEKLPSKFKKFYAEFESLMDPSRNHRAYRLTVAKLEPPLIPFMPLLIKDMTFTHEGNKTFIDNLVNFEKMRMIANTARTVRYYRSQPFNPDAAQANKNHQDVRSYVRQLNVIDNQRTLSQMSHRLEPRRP
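qHTS, titration series. 100 nM EPAC2 / 250 nM Rap1B-BODIPY-GDP / 50 uM GDP; RT; ex 480/em 540 nm, 5-min reads to 30 min. Norm. to 6.5 mM cAMP = activation.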
Nrf2 inh: Nrf2 qHTS screen for inhibitors | AID 504444, 2011 | 2.1% of 360,000 active | A549 ARE-Fluc reporter, luciferase luminescence, 18-24 h | Potency, µM (doses to about 46 µM), for the others: at the highest dose activity change, negative = inhibition, most hits filed as inhibitors; further: potency means the concentration at half of the fitted maximal effect; on the % scale 0 is the no-effect control and ±100 the full control effect; nearly all actives have a fitted effect of over 60% in size
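Nrf2 function is reported as luminescence of an ARE-controlled luciferase in A549 cells. Compounds were tested at several concentrations, and a CellTiter-Fluor read on the same wells flagged cytotoxicity.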
HepG2 tox: qHTS for Inhibitors of TGF-b: Cytotox Counterscreen. HepG2 CAGA-GFP viability, ATP luminescence, 18 h. Potency, µM (series often up to 46.1 µM), for the others: top-dose activity change, negative = cytotoxicity, usual class: cytotoxic. 0.76% of 410,000 active; further: potency means the concentration at half of the fitted maximal effect; some results filed as inactive show a strong effect at the top dose
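HepG2 CAGA-GFP cells (1000/well, DMEM with 1% FBS) received compound, then TGF-beta at 500 pg/mL final, and were incubated 18 hours at 37 degrees C. Viability was read by CellTiter-Glo luminescence. Media-only wells were set as complete cell-killing and DMSO as no toxicity.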
Starred values were filed as active, the others as inactive. Unless noted, the call rests on the fitted dose curve; in most records, active means well fitted curve in the direction sought with a large enough effect; inconclusive means small, poorly fitted or top-dose-only effect, or another doubt; inactive means no such curve, though single readings can be large; an effect the other way counts as inactive or inconclusive.

For COc1ccc(N(C)S(=O)(=O)c2ccc3c(c2)CCN3C(=O)C2CC2)c(OC)c1 the results were ATXN viability inactive, Nrf2 ARE act -1.0%, IL-2 act 0.6, A549 tox -7%, TGFb SMAD3 inh -1%, EPAC2 ag 1%, Nrf2 inh 3% and HepG2 tox -21%.
`CC(=O)c1ccc(-n2nnnc2SCC(=O)NNC(=O)c2ccco2)cc1` gave ATXN2 expr inh -4%, ATXN viability inactive, Nrf2 ARE act -0.6%, IL-2 act -0.6, A549 tox 4%, TGFb SMAD3 inh -6%, EPAC2 ag 3%, Nrf2 inh 9% and HepG2 tox 1%.
`Cn1c(=O)c2cc(NC(=S)NCc3ccccc3F)ccc2n1Cc1ccccc1` gave ATXN2 expr inh -8%, ATXN viability inactive, Nrf2 ARE act 0.0%, IL-2 act -0.2, TGFb SMAD3 inh -21%, EPAC2 ag -3% and HepG2 tox -38%.
`Cc1ccc(SCc2cc(=O)[nH]c(N3CCN(Cc4ccc5c(c4)OCO5)CC3)n2)cc1` gave ATXN2 expr inh -7%, ATXN viability inactive, Nrf2 ARE act -1.0%, IL-2 act -0.2, A549 tox -2%, TGFb SMAD3 inh 7%, EPAC2 ag 10% and HepG2 tox 2%.
Screening CCOC(=O)CSc1nc2ccc(NC(=O)COc3ccccc3)cc2s1 returned ATXN2 expr inh 9%, ATXN viability inactive, Nrf2 ARE act 2.1%, A549 tox 0%, TGFb SMAD3 inh -6%, Nrf2 inh 12% and HepG2 tox -23%.
Cn1cc(Br)c(C(=O)Nc2nccs2)n1 was read as ATXN2 expr inh 2%, ATXN viability inconclusive, Nrf2 ARE act inconclusive, IL-2 act 1.7, A549 tox 16%, TGFb SMAD3 inh 5%, EPAC2 ag -9%, Nrf2 inh inconclusive and HepG2 tox -2%.
`COc1ccc(CNC(=O)C2CCN(S(=O)(=O)c3cccc(C(F)(F)F)c3)CC2)cc1` gave ATXN2 expr inh -13%, ATXN viability inactive, Nrf2 ARE act 0.1%, IL-2 act -4.8, A549 tox 0%, TGFb SMAD3 inh 24%, EPAC2 ag -17%, Nrf2 inh -12% and HepG2 tox -43%.
`CCOc1ccc(NS(=O)(=O)c2ccc(SC)cc2)cc1` gave ATXN2 expr inh -1%, ATXN viability inactive, Nrf2 ARE act 0.2%, IL-2 act -0.7, A549 tox 1%, TGFb SMAD3 inh 0%, EPAC2 ag 22%, Nrf2 inh -20% and HepG2 tox -24%.
For COc1ccc(N(C(C)C(=O)N2CCC(Cc3ccccc3)CC2)S(C)(=O)=O)cc1 (configuration not stated) the results were ATXN2 expr inh -16%, ATXN viability inactive, Nrf2 ARE act 0.1%, IL-2 act 0.1, A549 tox -20%, TGFb SMAD3 inh 11%, EPAC2 ag 3%, Nrf2 inh 6.5µM* and HepG2 tox 1%.
Cc1cc(C)cc(OCC(=O)Nc2c(C(=O)c3ccccc3)oc3ccccc23)c1 was read as ATXN2 expr inh 3%, ATXN viability inactive, Nrf2 ARE act -1.1%, A549 tox -3%, TGFb SMAD3 inh -21%, Nrf2 inh 17% and HepG2 tox -5%.
`CCn1c(SCC(=O)c2ccccc2)nnc1-c1cc2cc(Br)ccc2o1` gave ATXN2 expr inh -13%, ATXN viability inconclusive, Nrf2 ARE act 1.8%, IL-2 act 0.1, A549 tox -10%, TGFb SMAD3 inh -1%, EPAC2 ag 8% and HepG2 tox -3%.
Screening CC(O)[C@H]1CC[C@H]2[C@@H]3CC[C@H]4C[C@@H](O)CC[C@]4(C)[C@H]3/C(=N/O)C[C@]12C (some centres not stated) returned ATXN2 expr inh 3%, ATXN viability inactive, Nrf2 ARE act 3.0%, IL-2 act 1.2, A549 tox -3%, TGFb SMAD3 inh -20%, EPAC2 ag -3%, Nrf2 inh 0% and HepG2 tox -29%.

Overlap with the part before: 2 compounds, followed by the next part.
`CCn1c(SCC(=O)c2ccccc2)nnc1-c1cc2cc(Br)ccc2o1` gave ATXN2 expr inh -13%, ATXN viability inconclusive, Nrf2 ARE act 1.8%, IL-2 act 0.1, A549 tox -10%, TGFb SMAD3 inh -1%, EPAC2 ag 8% and HepG2 tox -3%.
Screening CC(O)[C@H]1CC[C@H]2[C@@H]3CC[C@H]4C[C@@H](O)CC[C@]4(C)[C@H]3/C(=N/O)C[C@]12C (some centres not stated) returned ATXN2 expr inh 3%, ATXN viability inactive, Nrf2 ARE act 3.0%, IL-2 act 1.2, A549 tox -3%, TGFb SMAD3 inh -20%, EPAC2 ag -3%, Nrf2 inh 0% and HepG2 tox -29%.
For CC(=O)NC(Cc1c[nH]c2ccccc12)C(=O)OCC(=O)Nc1ccc2c(c1)OCO2 (configuration not stated) the results were ATXN2 expr inh 24%, ATXN viability inactive, Nrf2 ARE act 0.5%, IL-2 act -0.2, A549 tox 17%, TGFb SMAD3 inh 0%, EPAC2 ag 2% and HepG2 tox 2%.
`Cc1nn(C(C)C(=O)NNC(=S)Nc2ccc(F)cc2)c(C)c1[N+](=O)[O-]` (configuration not stated) gave ATXN2 expr inh 9%, ATXN viability inactive, Nrf2 ARE act 0.1%, IL-2 act -0.6, A549 tox -2%, TGFb SMAD3 inh -7%, EPAC2 ag 9%, Nrf2 inh -1% and HepG2 tox -5%.
Screening O=C(NC1CCCCC1)c1ccc(CSc2nc3ccncc3n2Cc2cccc(F)c2)cc1 returned ATXN2 expr inh inconclusive, ATXN viability inconclusive, Nrf2 ARE act 5.2%, A549 tox -25%, TGFb SMAD3 inh inconclusive, Nrf2 inh inconclusive and HepG2 tox -20%.
For Cc1ccc2nc(NC(=O)CN3CCOCC3)sc2c1 the results were ATXN2 expr inh 13%, ATXN viability inactive, Nrf2 ARE act 3.6%, IL-2 act 0.0, A549 tox 3%, TGFb SMAD3 inh -8%, EPAC2 ag 11%, Nrf2 inh 22% and HepG2 tox -28%.
Cc1cc(C)c(NC(=O)c2sc3nc(C)cc(C)c3c2NC(=O)c2ccccc2)c(C)c1 was read as Nrf2 ARE act -0.7%, A549 tox -7%, TGFb SMAD3 inh 0%, Nrf2 inh -16% and HepG2 tox -11%.
Cc1c(Br)ccc(NC(=O)Cn2nc(-c3cccs3)ccc2=O)c1C was read as ATXN2 expr inh -4%, ATXN viability inactive, Nrf2 ARE act 3.5%, IL-2 act -0.3, A549 tox -6%, TGFb SMAD3 inh -3%, EPAC2 ag -3%, Nrf2 inh -9% and HepG2 tox -11%.
CC1CC(C)CN(C(=O)CSc2nnc(CSc3ncccn3)n2C)C1 (configuration not stated) was read as ATXN2 expr inh 1%, ATXN viability inactive, Nrf2 ARE act 0.4%, IL-2 act -1.2, A549 tox 2%, TGFb SMAD3 inh 8%, EPAC2 ag -4%, Nrf2 inh 13% and HepG2 tox 2%.
Screening Cc1cc(C)c(NC(=O)c2cc3c(nc4sccn43)s2)c(C)c1 returned ATXN2 expr inh 2%, ATXN viability inactive, Nrf2 ARE act 26%, IL-2 act 4.2, A549 tox -2%, TGFb SMAD3 inh 6%, EPAC2 ag -4%, Nrf2 inh -26% and HepG2 tox -25%.
`C=CCn1c(SCC(=O)N(C)C2CCS(=O)(=O)C2)nc2ccccc2c1=O` (configuration not stated) gave ATXN2 expr inh 8%, ATXN viability inactive, Nrf2 ARE act 0.3%, IL-2 act -0.3, A549 tox 0%, TGFb SMAD3 inh -2%, EPAC2 ag 7%, Nrf2 inh -10% and HepG2 tox -40%.
O=C(Cc1cccc(NC(=O)C2CCCN(C(=O)C3CCC3)C2)c1)Nc1cccc(C(=O)N2CCOCC2)c1 (configuration not stated) was read as ATXN2 expr inh 10%, ATXN viability inactive, Nrf2 ARE act -0.4%, IL-2 act 0.3, A549 tox -9%, TGFb SMAD3 inh 4%, EPAC2 ag -6%, Nrf2 inh 17% and HepG2 tox 4%.
For COc1ccc(CC(=O)Nc2c(C(N)=O)oc3ccccc23)cc1 the results were ATXN viability inactive, Nrf2 ARE act 0.2%, IL-2 act 0.2, A549 tox 2%, TGFb SMAD3 inh 10%, EPAC2 ag 5%, Nrf2 inh -2% and HepG2 tox -1%.
For O=C1c2ccccc2C(c2nnnn2-c2ccc3c(c2)OCCO3)N1Cc1ccccc1 (configuration not stated) the results were ATXN2 expr inh 0%, ATXN viability inactive, Nrf2 ARE act -1.1%, IL-2 act 0.1 and EPAC2 ag 4%.
`COCCC(=O)N1CCC(Oc2ccc(C(=O)N3CCC(N(C)C)C3)cc2)CC1` (configuration not stated) gave ATXN2 expr inh 7%, ATXN viability inactive, Nrf2 ARE act 0.2%, IL-2 act 0.8, A549 tox 0%, TGFb SMAD3 inh -5%, EPAC2 ag 6%, Nrf2 inh 1% and HepG2 tox -16%.
`CCOC(=O)N1CCc2c(sc(NCc3ccc(OC)c(OC)c3OC)c2C(=O)Nc2ccc(OC)cc2OC)C1` gave ATXN2 expr inh -9%, ATXN viability inactive, Nrf2 ARE act -0.9%, A549 tox -6%, TGFb SMAD3 inh -34% and HepG2 tox -14%.
For Cc1c(NC(=O)N2CCCCCC2)c(=O)n(-c2ccccc2)n1C the results were ATXN2 expr inh 2%, ATXN viability inactive, Nrf2 ARE act -0.6%, IL-2 act -0.7, A549 tox 0%, TGFb SMAD3 inh -7%, EPAC2 ag 8%, Nrf2 inh -12% and HepG2 tox 2%.

Hits appear at their usual frequency, and some 4.3% of all compounds hit somewhere here.
